# Assay outcomes: PubChem BioAssay, The Scripps Research Institute Molecular Screening Center
# DDE Tn6 FP inh: inhibitors of Tn6 peptide binding to human fibrin DD(E) | Fibrin DD(E) TRITC-Tn6 fluorescence polarization displacement | inhibition, % at 8.3 µM | 370,000 compounds, 0.21% hits | AID 720509;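 active means inhibition above a per-campaign cutoff: mean of compounds within control limits plus 3 SD, cut at about 15% in these data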;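 further: 0% = median of all compound wells on the plate and 100% = blocking peptide control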
# ARFGAP1 inh: rat ARFGAP1 inhibition; Arfgap1-stimulated ARF1 GTP hydrolysis, GDP FP detection; inhibition, % at 16.5 µM; 360,000 compounds, 0.26% hits; AID 651572;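 active means inhibition above a per-plate limit, mean inhibition of low control wells plus 3 SD, cut at about 25% in these data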;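 further: 0% = DMSO wells with enzyme and 100% = wells lacking Arfgap1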
#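 system = rat Arfgap1 catalytic domain, aa 1-136 | technique = FP, GDP Alexa 633 tracer displaced from anti-GDP antibody, 620/688 nm | compound = one concentration, 16.5 µM, DMSO 1.26% | medium = HEPES-based buffer, pH 7.5 | timing = compound-enzyme preincubation 20 min, reaction 120 min, detection 60 min, 25 °C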
# MBD2 DNA inh: inhibitors of human MBD2 binding to methylated oligonucleotide; Q9UBB5; TR-FRET; inhibition, % at 4.4 µM; AID 686964; 370,000 compounds, 0.31% hits; in the data active means inhibition above about 13%
# Tn7 DDE FP: inhibitors of Tn7 peptide binding to human fibrin DD(E). FP displacement of FITC-Tn7 peptide from fibrin DD(E); 0% = median of compound wells per plate. inhibition, % at 8.3 µM. 370,000 compounds, 0.13% hits. AID 720508;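 active means inhibition above the mean of compounds falling within the control limits plus 3 SD of them, cut at about 14% in these data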;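 further: 0% = plate median of compound wells and 100% = 10 µM Aha-Tn7 peptide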
#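 Assay system: Fibrin-DD(E) protein isolated from polymerized human fibrin clots; read-out basis: percent inhibition; medium: Tris/NaCl/CaCl2 buffer, pH 7.8; signal: FP measurement; incubation: 10 min plus 3 h, room temperature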
# proKLK7 act: activators of human kallikrein-7 zymogen. P49862. purified proKLK7, EDANS-DABCYL substrate fluorescence; 100% is mature enzyme control, 0% vehicle. activation, % at 7 µM. 370,000 compounds, 0.9% hits. AID 652039;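 active means activation above the mean of all tested compounds plus 3 SD, computed per campaign excluding outliers beyond control limits, cut at about 13% in these data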
# UHRF1 MBD2 ctr: blocks human UHRF1 binding to methylated DNA | Q96T88 | UHRF1 binding to methylated oligo, TR-FRET | inhibition, % at 4.4 µM | 370,000 compounds, 0.75% hits | AID 687016; in the data active means inhibition above about 21%;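 further: UHRF1 SRA domain binding a hemimethylated CpG hairpin DNA probe; 0% = median of test compound wells and 100% = reference inhibitor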
# ADAM17 inh: ADAM17 inhibition, QFRET primary screen; recombinant ADAM17, EDANS/DABCYL FRET peptide cleavage; inhibition, % at 6.95 µM; AID 720648; 370,000 compounds, 0.83% hits;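 active means inhibition above the mean of compounds lying between control limits plus 3 SD, set per campaign, cut at about 8.5% in these data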;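 further: 0% = DMSO-only wells as the low control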
# PLCg1 inh: blocks human PLC-gamma1 enzyme activity; P19174; 370,000 compounds, 0.84% hits; AID 720700; purified PLC-gamma1, fluorogenic substrate, fluorescence; inhibition, % at 12.2 µM; in the data active means inhibition above about 9.5%
# PLCb3 inh: inhibitors of human phospholipase C beta3; AID 720704; inhibition, % at 12.2 µM; Purified PLC-beta3, fluorogenic substrate, fluorescence; 370,000 compounds, 0.18% hits; in the data active means inhibition above about 11%;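 further: 0% = median of compound wells on plate and 100% = full blocker control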
# ASAP1 GAP inh: inhibitors of human ASAP1 ArfGAP activity. 360,000 compounds, 0.19% hits. AID 624377. ASAP1-stimulated ARF1 GTP hydrolysis, GDP FP detection. inhibition, % at 16.5 µM. Q9ULH1; in the data active means inhibition above about 25%;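 further: 0% = vehicle with enzyme and substrate and 100% = no enzyme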
# An asterisk follows results filed as active; i = inactive; . = not tested or not shown.
SMILES,DDE Tn6 FP inh,ARFGAP1 inh,MBD2 DNA inh,Tn7 DDE FP,proKLK7 act,UHRF1 MBD2 ctr,ADAM17 inh,PLCg1 inh,PLCb3 inh,ASAP1 GAP inh
Cc1occc1C(=O)Nc1cccc2ccccc12,-1,-5,-1,1,-0.2,-2,-4,0,-6,9
COc1ccc(NC(=O)CCCN2C(=O)C3CC=CCC3C2=O)cc1 (stereo unspecified),-4,-5,0,1,0.4,-1,0,-1,-2,-1
COC(=O)/C=c1/s/c(=C(/C#N)C(=O)N2CCOCC2)n(-c2ccccc2)c1=O,5,6,2,-14,-0.2,80*,3,5,6,8
CCNc1nc2c(c(=O)n(C)c(=O)n2C)n1Cc1ccc(Cl)cc1,-2,-9,3,3,-0.2,2,-2,0,-1,-7
O=C(COc1ccccc1F)Nc1cc(S(=O)(=O)N2CCOCC2)ccc1N1CCOCC1,0,2,3,3,0.1,-1,-4,0,-2,-1
O=[N+]([O-])c1cccc(-c2nnnn2-c2cccc(F)c2)c1,-2,17,0,1,0.0,-2,-3,0,-6,-3
O=C(Cc1c(F)cccc1Cl)NCC(=O)OCc1ccccc1,-4,11,-1,1,0.0,-3,-1,1,-2,-6
N#CCNC(=O)C1CC(=O)N(CCc2ccc(F)cc2)C1 (stereo unspecified),-1,-6,-1,-6,0.3,-1,1,1,-2,8
CCN(CC(=O)Nc1ccc(C(=O)OC)cc1)Cc1ccccc1,4,-7,3,2,0.0,0,-1,-1,-2,4
C/C=C(/C)C(=O)Nc1cccc(C2=NOC3(C2)C[C@H](C(N)=O)N(C(=O)c2ccccc2)C3)c1 (stereo partly specified),2,3,3,9,0.0,1,-5,-1,0,0
CC(C)(C)c1ccc(S(=O)(=O)N2CCC(CO)(CC3CCCCO3)CC2)cc1 (stereo unspecified),9,2,0,6,0.3,4,-4,-4,-8,7
CNCCOCC(O)CSc1ccccc1 (stereo unspecified),1,-5,-9,3,-0.1,0,1,5,1,-4
Cc1cccc(C)c1NC(=O)CCCN1CC(C)OC(C)C1 (stereo unspecified),6,17,0,-1,-0.5,3,-4,0,0,5
COc1cc2cc(CN(CCCN3CCOCC3)C(=O)Nc3ccc(F)cc3)c(=O)[nH]c2cc1OC,-10,3,9,-2,-0.5,6,-79,-17,-29,16
CN(C)S(=O)(=O)c1cccc(NC(=O)c2cc3ccccc3o2)c1,-3,12,1,-3,0.0,4,-1,0,-4,9
CC(C)N(C)S(=O)(=O)c1ccc(NC(=O)CSC(=S)N2CCCC2)cc1,-3,15,3,-1,0.3,2,6,-1,-9,3
COC(=O)CCS(=O)(=O)c1ccc(Cl)c(Cl)c1,4,-28,2,0,-0.6,1,-1,1,0,-8
Cc1ccc(Cl)cc1N1CCN(C(=O)c2ccccc2SCC(=O)N2CCCC2)CC1,-11,-1,-3,0,0.3,-1,2,2,-7,-10
Nc1c(S(=O)(=O)c2cccs2)c2nc3ccccc3nc2n1Cc1ccccc1,3,16,5,-1,-27,9,-284,-201,-300,26*
CC(=O)c1c(COC(=O)c2ccc(C)cc2)nc2ccccc2[n+]1[O-],5,0,0,-9,-0.2,-1,-3,3,-3,2
Cc1ccc(S(=O)(=O)/N=C(/NNC(=O)c2cccc(Cl)c2)c2ccccc2)cc1,-6,2,2,6,0.5,4,-1,4,-5,7
Cc1ccc(-c2csc3ncn(CC(N)=O)c(=O)c23)cc1C,3,4,2,1,-0.1,-3,-1,2,1,-6
COc1ccc(C(=O)N(C)Cc2ccccc2)cc1Br,4,8,9,5,-0.5,16,-1,-2,1,-6
CCn1cc(C2=NOC(C(=O)Nc3cc(OC)c(Cl)cc3OC)C2)c(C)n1 (stereo unspecified),-4,11,-1,-10,-0.1,-2,-1,2,5,4
O=C(NCc1cc(C(F)(F)F)ccc1Cl)c1cccc2c1C(=O)c1ccc(N3CCC(N4CCCCC4)CC3)cc1S2(=O)=O,1,14,6,-4,-2.0,11,-3,-253,-362,6

# The last five entries of the section before open the next one.
SMILES,DDE Tn6 FP inh,ARFGAP1 inh,MBD2 DNA inh,Tn7 DDE FP,proKLK7 act,UHRF1 MBD2 ctr,ADAM17 inh,PLCg1 inh,PLCb3 inh,ASAP1 GAP inh
Cc1ccc(S(=O)(=O)/N=C(/NNC(=O)c2cccc(Cl)c2)c2ccccc2)cc1,-6,2,2,6,0.5,4,-1,4,-5,7
Cc1ccc(-c2csc3ncn(CC(N)=O)c(=O)c23)cc1C,3,4,2,1,-0.1,-3,-1,2,1,-6
COc1ccc(C(=O)N(C)Cc2ccccc2)cc1Br,4,8,9,5,-0.5,16,-1,-2,1,-6
CCn1cc(C2=NOC(C(=O)Nc3cc(OC)c(Cl)cc3OC)C2)c(C)n1 (stereo unspecified),-4,11,-1,-10,-0.1,-2,-1,2,5,4
O=C(NCc1cc(C(F)(F)F)ccc1Cl)c1cccc2c1C(=O)c1ccc(N3CCC(N4CCCCC4)CC3)cc1S2(=O)=O,1,14,6,-4,-2.0,11,-3,-253,-362,6
Cn1nc(C(=O)NNC(=O)c2cccc(Cl)c2)c2ccccc2c1=O,-1,-9,-6,0,-0.4,0,-4,1,-4,-6
Cc1ccc(C)c(OCCC(=O)N2CCN(S(=O)(=O)c3cc(F)ccc3F)CC2)c1,9,1,-3,-8,0.5,3,-3,3,-5,-14
CCCC(CCC)C(=O)NCCN1CCOCC1,1,-8,-7,6,0.4,1,-1,1,0,-11
CC(=O)c1cc2c(cc1NC(=O)Cn1nc(-c3ccc(F)cc3)ccc1=O)OCO2,-2,2,-7,1,0.1,-3,-5,-17,-30,7
CC1(C(=O)NS(=O)(=O)C2CC2)CCCN(C(=O)COCc2ccccc2)C1 (stereo unspecified),4,-3,-1,2,-0.2,-1,0,-1,1,0
CC1CCCC(C)N1C(=O)c1cc(-c2ccc3c(c2)OCO3)on1 (stereo unspecified),-5,10,0,3,-0.9,-2,-1,-4,-10,0
CCOc1ccc(N2C(=O)CSC2=S)cc1,0,7,3,11,-0.3,0,-5,-12,-10,-16
COc1ccccc1NC(=O)c1ccc2c(c1)N(CC#N)C(=O)C(C)(C)O2,5,1,-6,2,0.0,-2,1,-3,-9,3
C=CCn1c(SCC(=O)Nc2ccccc2OCC)nnc1-c1ccc(C(C)(C)C)cc1,1,.,2,-6,-0.2,1,6,2,-1,.
COc1ccc(CCC(=O)N(C)CC(=O)Nc2ccc(Cl)c(C(F)(F)F)c2)cc1,-8,19,-3,-3,-0.2,1,3,-1,-8,-1
CC(=O)c1cccc(N(C(=O)Cn2nnc3ccccc32)C(C(=O)NCc2ccccc2)c2ccccn2)c1 (stereo unspecified),-5,11,2,-2,-0.1,2,3,-3,6,-8
COC(=O)CNC(=O)Cn1ccc2ccccc2c1=O,3,8,-4,3,0.6,10,-6,2,2,14
Cc1ccccc1OCc1nnc(SCC(=O)N2CCc3ccccc32)n1C,9,-1,3,2,0.7,-3,0,8,0,-5
O=C(CCl)NC1CCCCN(Cc2cccc(C(F)(F)F)c2)C1=O (stereo unspecified),-2,.,3,-6,-0.5,0,-6,-2,-1,.
COCc1cc(=O)oc2cc(NS(=O)(=O)c3ccc(C)cc3)ccc12,6,8,-2,0,15*,0,-184,-480,i,-9
C/C=C/C(=O)OCC(=O)Nc1cccc(Br)c1,-7,9,6,4,0.2,2,-5,0,-7,-3
O=C(Nn1c(-c2ccc(Br)cc2)nc2ccccc2c1=O)c1ccncc1,-3,1,-7,8,0.1,2,0,-1,4,3
CCOc1ccc(-c2cc(C(=O)NCCCN3CCOCC3)c3ccccc3n2)cc1,1,8,-3,-1,18*,0,-210,i,i,8
O=c1ccsc2ccccc12,10,13,2,4,0.1,-1,-5,1,3,5
CC(C)c1c(O)nc(SCC(=O)N2CCOCC2)[nH]c1=O,0,3,-2,1,0.0,0,-2,3,0,10
Brc1ccc2c(c1)OCCOCCOCCOCCOCCO2,-1,7,0,-4,-0.7,0,1,3,4,-1
Clc1ccc(-c2nc3ccccc3[nH]2)cn1,-4,1,0,-3,1.4,2,-49,-29,-47,6
CN(C)S(=O)(=O)c1cccc(C(=O)Nc2cc(S(=O)(=O)N3CCOCC3)ccc2O)c1,6,-6,1,-3,-0.1,-1,0,-1,-5,-15
CCOC(=O)c1c(C)n(C)c2ccc(OC(=O)c3ccc([N+](=O)[O-])cc3)cc12,5,-14,-5,4,0.6,-1,-4,4,4,4
COC(=O)[C@@H](NC(=O)Nc1ccc(S(N)(=O)=O)cc1)C(C)C,5,0,-1,4,-0.7,0,5,0,1,4

# More entries:
SMILES,DDE Tn6 FP inh,ARFGAP1 inh,MBD2 DNA inh,Tn7 DDE FP,proKLK7 act,UHRF1 MBD2 ctr,ADAM17 inh,PLCg1 inh,PLCb3 inh,ASAP1 GAP inh
COc1ccccc1C(=O)NCC(=O)OCC(=O)Nc1nnc(-c2ccccc2)o1,1,3,2,3,0.2,1,-2,-1,-5,4
O=C(N/N=C\c1cccc(Cl)c1)c1n[nH]c2c1CCCC2,-5,10,7,4,-0.1,2,-3,4,0,3
Cc1nc2ccccc2nc1N1CCC(C)CC1,7,0,-4,-2,0.5,1,-3,1,-3,-3
N#CC(c1ccccn1)c1ncc(C(F)(F)F)cc1Cl (stereo unspecified),-2,-3,4,2,0.1,1,-4,1,-1,1
Brc1ccc(-c2nnc3n2-c2ccccc2CC3)cc1,3,-7,1,0,0.4,3,-3,-5,-6,-4
CCN(CC)C(=O)Cn1cc(C(=O)C(=O)N(C)C2CCN(C)CC2)c2ccccc21,-1,7,0,-3,-0.3,-1,-2,-3,-6,-13
CS(=O)(=O)NNC(=O)Cn1nnc(-c2cc(C(F)(F)F)cc(C(F)(F)F)c2)n1,-4,6,-1,-1,0.8,-2,4,3,-3,-2
c1ccc(CNn2nnc3ccccc32)cc1,-8,-12,-6,-3,0.2,-2,0,0,0,-4
CCOC(=O)c1cc2nc(Nc3ccc(OC)cc3)sc2s1,7,-4,-5,4,-1.6,-3,-19,i,i,5
Cc1ccc(-c2cc(C(F)(F)F)nn2-c2ccc(S(N)(=O)=O)cc2)cc1,-3,4,-6,-10,-0.3,-1,4,-2,-1,11
Cc1cccc2cc(C#N)c(N3CCOCC3)nc12,-1,-5,3,-1,3.8,0,-48,-105,-165,8
CN(C)C(=O)COc1ccc2ccc(=O)oc2c1,-3,0,2,0,-0.3,1,-33,-3,-10,7
Cc1ccc(CNC(=O)C2CC3Cn4c(nc5cc(Cl)c(Cl)cc54)C3N2C)o1 (stereo unspecified),-7,0,0,-2,0.2,-2,1,-1,-3,-7
COC(=O)c1ccc(NC(=O)CCS(=O)(=O)c2ccc(Br)cc2)cc1,5,1,4,-8,0.2,0,1,4,4,-12
CC(C)NC(=O)c1ccc(N(Cc2ccc(Cl)cc2)S(C)(=O)=O)cc1,-3,3,-4,-2,-0.5,0,2,5,-2,3
Cn1c2ccccc2c(=O)c2c(=O)n(-c3ccc(F)cc3)c(-c3cccs3)nc21,-6,3,7,2,-3.4,-10,-11,-21,-45,-8
